bCat nuc transl: alters nuclear translocation of beta-catenin in HeLa cells. immunofluorescence imaging. nuclear translocation activity, % at 5 µM. 190,000 tested, 0.3% active. AID 1665;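 active = nuclear translocation activity above 50% at 5 µM, with a well cell count of 50 or more; inconclusive = wells under 50 cells across six images, flagged as toxic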;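 note: per-cell ratio of nuclear to cytoplasmic median beta-catenin stain intensity; plate controls were DMSO negative control for no effect and GSK-3 inhibitor IX positive control for full effect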
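Technique: fluorescence imaging of beta-catenin antibody stain plus DAPI / Material: human HeLa cell line / Incubation: compound treatment 24 h, 37°C, 5% CO2 / Read-out basis: % activation of per-cell nuclear versus cytoplasmic median beta-catenin signal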
human PMI inhibition: inhibitors of human PMI, primary screen, biochemical, fluorescence intensity, coupled assay (AID 1209); 190,000 tested, 0.42% active; inhibition, % at 20 µM; hits with a dose series show IC50 in µM; purified PMI enzyme, coupled fluorescence intensity; higher % means a stronger effect;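 note: plate controls were DMSO vehicle for no effect and wells lacking substrate for full effect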
TNAP activators: human TNAP enzyme activators, primary screen, biochemical, luminescent, no phosphate acceptor, uHTS (AID 1001); purified TNAP, luminescent activation assay, no phosphate acceptor; higher activation fold means a stronger effect; 200,000 tested, 0.03% active; activation fold at 20 µM, or EC50 in µM where a hit was titrated; in the data active = activation fold from about 3, or a potency from the dose series; inactive = the rest, 99 in 100 with activation fold below about 1.6; note: many of its hits are not listed in these tables
Insulin prom up: MIN6 insulin promoter up-regulation; MIN6 insulin promoter-GFP reporter, high-content imaging; active compounds read high; z-score at 5 µM; 190,000 tested, 0.3% active; AID 1625;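 active = z-score above 3 at 5 µM with at least 500 cells counted in the well; inconclusive = wells under 500 cells, flagged as cytotoxic or low count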
Autophagy HCS: modulators of autophagy | 190,000 tested, 0.98% active | MEF GFP-LC3 puncta imaging; test concentration mostly 10 µM | calls only at 10 µM (by protocol) | AID 463193;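 active = percentage of spot-positive cells more than 3 SD above its plate mean, without a fluorescence outlier flag or 80% toxicity; inconclusive = no clear call, values can overlap the other calls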;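 note: spot-positive cell cutoff set from DMSO-treated cells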
MT stabilizer: microtubule stabilizers in HeLa cells. HeLa tubulin immunostaining HCS, 24 h; share of cells brighter than vehicle mean+2SD. % tubulin-high responders, % at 10 µM. 200,000 tested, 0.83% active;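 active = plate Z-score above 3 for both tubulin-high and condensed-nucleus cell shares, with cell loss under 80%, at 10 µM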;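 note: anti alpha tubulin signal scored within the nucleus-defined area of each cell; some results filed as inactive read as strong as hits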
PMI inhibition: human PMI inhibitors, high substrate, primary screen, biochemical, fluorescence intensity, high mannose 6-phosphate (AID 1220); recombinant PMI enzyme, coupled fluorescence intensity; higher % means a stronger effect; inhibition, % at 20 µM, or IC50 in µM where a hit was titrated; 190,000 tested, 0.66% active
Lipid droplet: modulators of hepatic lipid droplet formation | AID 1656 | 240,000 tested, 0.4% active | inhibition, % at 6.5 µM | AML12 mouse hepatocytes, oleate lipid droplets, BODIPY imaging;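 active = lipid droplet intensity inhibited by at least 50%, with more than 500 cells counted; inconclusive = wells with under 300 cells, treated as cytotoxic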
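Material – AML12 mouse liver cells · Also added – oleate loading, 100 µM · Compound dosing – 6.5 µM single-point dosing · Times – overnight treatment with compound plus oleate · Measured by – fluorescence imaging, 20x objective, two fields per well · Read-out – percent inhibition of filter-corrected integrated lipid droplet intensity per well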
T cell modulator: modulates CD8 T cell binding to vesicles; 2C CD8+ T cell-vesicle binding, flow cytometry; active compounds read low; calls only at 7 µM; 330,000 tested, 0.068% active; AID 2052;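 active = response, share of CD8 T cells binding vesicles, and their 90th percentile fluorescence all below set limits, cut at about 80% in these data, passing the limit was not always enough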
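Material: 2C TCR transgenic mouse naive CD8+ T cells, MACS-purified. Also added: QL9-charged Drosophila Ld/ICAM-1/B7-1 vesicles. Timing: binding 1.5 h at 37 °C. Measured by: high-throughput flow cytometry with anti-B7-1 and anti-CD8 staining. Read-out: percent CD8+ FL2 mean versus row control. Controls: Unloaded micro-vesicles (low), QL9 vesicles with 0.7% DMSO (high).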
Insulin prom up cell count: second read-out of Insulin prom up, no call of its own (marks repeat the call); cell count; measured here: cytotoxicity, nuclei count;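 total cells summed across four imaged fields per well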
Lipid droplet cells 6.5 µM: recorded beside Lipid droplet, whose call it bears; cell count; measured here: cell count, cytotoxicity flag;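 cells counted across two imaged fields per well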
bCat nuc transl cell count 5 µM: recorded beside bCat nuc transl, whose call it bears; cell count; measured here: cell count, cytotoxicity flag
T cell modulator vesicle-bound %: further read-out of T cell modulator, marked with its call; double positive events, %; measured here: CD8+ vesicle-bound cell fraction;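 binding gate set so that unloaded-vesicle control wells show 10% double positive cells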
MT stabilizer Hoechst-high %: further read-out of MT stabilizer, marked with its call; % Hoechst-high responders; measured here: nuclear condensation Hoechst responders;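 share of cells brighter than vehicle mean plus two SD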
MT stabilizer cytotoxicity %: also measured in MT stabilizer; calls as there; toxicity, %; measured here: cytotoxicity by cell density;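 0% = mean cell density of plate MIN control wells and 100% = no cells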
Autophagy HCS cell loss 18 h: second read-out of Autophagy HCS, no call of its own (marks repeat the call); toxicity, %; measured here: cell loss, nuclei count;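 cell loss after 18 h compound exposure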
* = called active by the depositor. Cut-off read from the data, not from the text of the source, unless noted: active = inhibition above about 50%; inactive = the rest.

What do the screens show for `O=C(Nc1cccc([N+](=O)[O-])c1)c1cnccn1`?
bCat nuc transl: -2.1; human PMI inhibition: -6.2%; TNAP activators: 1; Insulin prom up: 0.02; Autophagy HCS: inactive; MT stabilizer: 1.7; PMI inhibition: 3.1%; Lipid droplet: 1.6; T cell modulator: inactive; Insulin prom up cell count: 1366; Lipid droplet cells 6.5 µM: 686; bCat nuc transl cell count 5 µM: 1024; T cell modulator vesicle-bound %: 16.7; MT stabilizer Hoechst-high %: 1.1; MT stabilizer cytotoxicity %: 6.3; Autophagy HCS cell loss 18 h: -2.5

How did CN(C)/C=N/C(=S)Nc1ccc(Cl)cc1Cl do in these assays?
bCat nuc transl: -0.7; human PMI inhibition: 16.0%; TNAP activators: 1; Insulin prom up: -0.4; Autophagy HCS: inactive; MT stabilizer: 2.5; PMI inhibition: 10.4%; Lipid droplet: 1.2; T cell modulator: inactive; Insulin prom up cell count: 1518; Lipid droplet cells 6.5 µM: 660; bCat nuc transl cell count 5 µM: 1440; T cell modulator vesicle-bound %: 48.6; MT stabilizer Hoechst-high %: 1.9; MT stabilizer cytotoxicity %: 5.0; Autophagy HCS cell loss 18 h: -20.2

What do the screens show for `CCOC(=O)c1c(N2C(=O)C3C4C=CC(C4)C3C2=O)sc2c1CCC(C)C2` (stereo not given)?
bCat nuc transl: -0.4; human PMI inhibition: 8.3%; TNAP activators: 1.1; Insulin prom up: -0.7; Autophagy HCS: inactive; MT stabilizer: 5.2; PMI inhibition: 2.5%; Lipid droplet: -0.3; T cell modulator: inactive; Insulin prom up cell count: 1199; Lipid droplet cells 6.5 µM: 713; bCat nuc transl cell count 5 µM: 1088; T cell modulator vesicle-bound %: 7.2; MT stabilizer Hoechst-high %: 1.7; MT stabilizer cytotoxicity %: 7.0; Autophagy HCS cell loss 18 h: 6.2

Results for O=C(c1cccc([N+](=O)[O-])c1)N1CCN(c2ccc(Cl)cc2)CC1 ?
bCat nuc transl: 2.9; human PMI inhibition: -3.8%; TNAP activators: 1.1; Insulin prom up: -0.73; Autophagy HCS: inactive; MT stabilizer: 2.6; PMI inhibition: -1.0%; Lipid droplet: 4.3; T cell modulator: inactive; Insulin prom up cell count: 1237; Lipid droplet cells 6.5 µM: 603; bCat nuc transl cell count 5 µM: 917; T cell modulator vesicle-bound %: 29.1; MT stabilizer Hoechst-high %: 3.5; MT stabilizer cytotoxicity %: 4.8; Autophagy HCS cell loss 18 h: 6.1

Results for COc1ccc(S(=O)(=O)NCCC(=O)NCc2ccc(F)cc2)cc1 ?
bCat nuc transl: -0.5; human PMI inhibition: 1.1%; TNAP activators: 1.1; Insulin prom up: -0.51; Autophagy HCS: inactive; MT stabilizer: 5.2; PMI inhibition: 4.6%; T cell modulator: inactive; Insulin prom up cell count: 1398; bCat nuc transl cell count 5 µM: 1408; T cell modulator vesicle-bound %: 16.0; MT stabilizer Hoechst-high %: 3.7; MT stabilizer cytotoxicity %: 4.4; Autophagy HCS cell loss 18 h: 4.0

How did Cc1ccc2cc(CCNC(=O)Cc3cccs3)c(=O)[nH]c2c1 do in these assays?
bCat nuc transl: -0.8; human PMI inhibition: -0.4%; TNAP activators: 1.1; Insulin prom up: 0.93; Autophagy HCS: inactive; MT stabilizer: 5.0; PMI inhibition: -0.6%; Lipid droplet: 18.2; T cell modulator: inactive; Insulin prom up cell count: 1386; Lipid droplet cells 6.5 µM: 755; bCat nuc transl cell count 5 µM: 565; T cell modulator vesicle-bound %: 43.1; MT stabilizer Hoechst-high %: 3.8; MT stabilizer cytotoxicity %: 8.6; Autophagy HCS cell loss 18 h: 6.8

How did COc1cccc(-n2c(SCC(=O)NC3CCCC3)nnc2-c2ccco2)c1 do in these assays?
bCat nuc transl: 0.6; human PMI inhibition: -0.8%; TNAP activators: 1.1; Autophagy HCS: inactive; MT stabilizer: 3.8; PMI inhibition: -3.7%; Lipid droplet: -9.2; T cell modulator: inactive; Lipid droplet cells 6.5 µM: 680; bCat nuc transl cell count 5 µM: 580; T cell modulator vesicle-bound %: 41.4; MT stabilizer Hoechst-high %: 1.3; MT stabilizer cytotoxicity %: 4.7; Autophagy HCS cell loss 18 h: 3.3

What do the screens show for `C=CCNc1nc2c(c(=O)n(C)c(=O)n2C)n1CCCCCC`?
bCat nuc transl: 0.5; human PMI inhibition: 7.8%; TNAP activators: 1.1; Insulin prom up: inconclusive; Autophagy HCS: inactive; MT stabilizer: 2.3; PMI inhibition: 2.0%; Lipid droplet: -50.2; T cell modulator: inactive; Lipid droplet cells 6.5 µM: 668; bCat nuc transl cell count 5 µM: 1003; T cell modulator vesicle-bound %: 19.6; MT stabilizer Hoechst-high %: 2.5; MT stabilizer cytotoxicity %: 7.7; Autophagy HCS cell loss 18 h: 12.7

Results for CCOC(=O)CON1C(=O)C(C)(C)N(OCC(=O)OCC)C(=O)C1(C)C ?
bCat nuc transl: 0.7; human PMI inhibition: 2.1%; TNAP activators: 1.1; Insulin prom up: 0.11; Autophagy HCS: inactive; MT stabilizer: 6.2; PMI inhibition: 5.2%; T cell modulator: inactive; Insulin prom up cell count: 1344; bCat nuc transl cell count 5 µM: 1092; T cell modulator vesicle-bound %: 37.7; MT stabilizer Hoechst-high %: 2.1; MT stabilizer cytotoxicity %: 16.9; Autophagy HCS cell loss 18 h: 48.1

What do the screens show for `O=c1oc2cc(Br)ccc2n1CSC1=NCCS1`?
bCat nuc transl: -3.0; human PMI inhibition: 7.3%; TNAP activators: 1.1; Autophagy HCS: inactive; MT stabilizer: 3.7; PMI inhibition: 4.6%; T cell modulator: inactive; bCat nuc transl cell count 5 µM: 853; T cell modulator vesicle-bound %: 32.9; MT stabilizer Hoechst-high %: 5.7; MT stabilizer cytotoxicity %: 10.9; Autophagy HCS cell loss 18 h: 14.0

What do the screens show for `Cn1cc(C(=O)Nc2cccc(F)c2)cn1`?
human PMI inhibition: -10.0%; TNAP activators: 1; Autophagy HCS: inactive; MT stabilizer: 2.6; PMI inhibition: -7.4%; T cell modulator: inactive; T cell modulator vesicle-bound %: 52.2; MT stabilizer Hoechst-high %: 0.8; MT stabilizer cytotoxicity %: 8.9; Autophagy HCS cell loss 18 h: -6.8

What do the screens show for `CCC(C)(C#CCN1CCCCC1)OCCC#N` (stereo not given)?
bCat nuc transl: 1.3; human PMI inhibition: -11.3%; TNAP activators: 1.1; Insulin prom up: 1.03; Autophagy HCS: inactive; MT stabilizer: 2.8; PMI inhibition: -8.0%; Lipid droplet: 2.5; T cell modulator: inactive; Insulin prom up cell count: 1257; Lipid droplet cells 6.5 µM: 733; bCat nuc transl cell count 5 µM: 538; T cell modulator vesicle-bound %: 50.2; MT stabilizer Hoechst-high %: 2.1; MT stabilizer cytotoxicity %: 3.4; Autophagy HCS cell loss 18 h: 14.9

Results for CCn1cc(C(=O)NCC2CCCO2)c(=O)c2cc(S(=O)(=O)N3CCC(C)CC3)ccc21 (stereo not given) ?
bCat nuc transl: -2.2; human PMI inhibition: -3.5%; TNAP activators: 1; Insulin prom up: 0.06; Autophagy HCS: inactive; MT stabilizer: 1.7; PMI inhibition: -5.5%; T cell modulator: inactive; Insulin prom up cell count: 1349; bCat nuc transl cell count 5 µM: 809; T cell modulator vesicle-bound %: 17.7; MT stabilizer Hoechst-high %: 0.8; MT stabilizer cytotoxicity %: 5.2; Autophagy HCS cell loss 18 h: -2.6

How did CCOc1ccc(NC(=O)CC2C(=O)N(c3ccc(OC)cc3)C(=O)N2Cc2ccc(OC)cc2)cc1 (stereo not given) do in these assays?
bCat nuc transl: 0.3; human PMI inhibition: 13.6%; TNAP activators: 1.1; Insulin prom up: 0.12; Autophagy HCS: inactive; MT stabilizer: 10.8; PMI inhibition: 10.8%; Lipid droplet: 2.7; T cell modulator: inactive; Insulin prom up cell count: 1276; Lipid droplet cells 6.5 µM: 661; bCat nuc transl cell count 5 µM: 1034; T cell modulator vesicle-bound %: 16.2; MT stabilizer Hoechst-high %: 1.6; MT stabilizer cytotoxicity %: 8.0; Autophagy HCS cell loss 18 h: 1.2

What do the screens show for `CC1=C(C#N)C(Nc2cccc(C)n2)(C(F)(F)F)C(=O)N1` (stereo not given)?
bCat nuc transl: 0.2; human PMI inhibition: -3.3%; TNAP activators: 1; Insulin prom up: 0.07; Autophagy HCS: inactive; MT stabilizer: 4.0; PMI inhibition: -14.8%; T cell modulator: inactive; Insulin prom up cell count: 1522; bCat nuc transl cell count 5 µM: 1384; T cell modulator vesicle-bound %: 14.7; MT stabilizer Hoechst-high %: 1.3; MT stabilizer cytotoxicity %: 3.0; Autophagy HCS cell loss 18 h: 1.8

How did COc1cc(-c2noc(C)n2)cc(OC)c1OC do in these assays?
bCat nuc transl: 0.9; Insulin prom up: 0.05; Lipid droplet: -27.7; T cell modulator: inactive; Insulin prom up cell count: 1060; Lipid droplet cells 6.5 µM: 718; bCat nuc transl cell count 5 µM: 1313; T cell modulator vesicle-bound %: 31.3

How did CC(C)(C)NC(=O)C1CCN(S(=O)(=O)c2ccc(Br)cc2)CC1 do in these assays?
bCat nuc transl: 0.9; human PMI inhibition: 6.1%; TNAP activators: 1; Insulin prom up: -0.07; Autophagy HCS: inactive; MT stabilizer: 3.7; PMI inhibition: 4.7%; Lipid droplet: 1.0; T cell modulator: inactive; Insulin prom up cell count: 1289; Lipid droplet cells 6.5 µM: 739; bCat nuc transl cell count 5 µM: 982; T cell modulator vesicle-bound %: 5.8; MT stabilizer Hoechst-high %: 2.0; MT stabilizer cytotoxicity %: 5.1; Autophagy HCS cell loss 18 h: -1.1

Screening data deposited in PubChem by several laboratories.
